IkB signaling = IkB Signaling; AID 445, 2006; 0.04% of 110,000 active; Potency, µM (highest dose often 57.1 µM), for inactives: at the top dose IkBa stabilization activation; ABC-DLBCL IkBa-CBG/CBR dual luciferase ratio, 4 h; response scale: scaled: untreated 0%, proteasome inhibitor 100%; active = well fitted curve in the direction sought with a large enough effect in the signal ratio, not every such curve was filed as active; inconclusive = small, poorly fitted or top-dose-only effect, or a change in a side signal; the % refers to the signal ratio;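 note: the direction sought is a rising ratio; 0% = basal untreated cells and 100% = reference inhibitor full response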
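Luminescence ratio of IκBα-fused green versus native red beetle luciferase in OCI-Ly3 cells, 4 h post-doxycycline with compound; red signal alone, scaled from basal (0%) to zero light (-100%), flagged nonspecific or cytotoxic effects.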
p53ts 39C kill = qHTS Screen for Compounds that Selectively Target Cancer Cells with p53 Mutations: Cytotoxicity of p53ts Cells at the Nonpermissive Temperature | H1299-p53A138V viability at 39C, ATP luminescence, 24 h | Potency, µM (highest dose often 46.1 µM), for inactives: at the top dose activity change, negative = cell killing, actives largely listed as cytotoxic | 1.5% of 130,000 active | AID 902, 2007; note: nearly all actives have a fitted effect of over 55% in size
Peg3 imprint = qHTS Assay for Compounds that Induce Erasure of Genomic Imprints | mouse ES Peg3-LacZ reporter, beta-gal luminescence, 40 h | AID 1948, 2009 | Potency, µM (doses to about 60.7 µM), for inactives: at the highest dose activity change, positive = activation, actives largely listed as activators | 0.02% of 110,000 active;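 note: 0% = negative control wells on the plate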
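Readout: BetaGlo luminescence (5 min, room temp) for LacZ from the normally silent maternal Peg3 allele in female Peg3LacZ-Neo ES cells. Cells 300/well, 40 h, 37C, 5% CO2. Data normalized per plate to negative controls.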
p53ts 32C tox = qHTS Screen for Compounds that Selectively Target Cancer Cells with p53 Mutations: Cytotoxicity of p53ts Cells at the Permissive Temperature; AID 924, 2007; Potency, µM (titrated, usually from 46.1 µM), for inactives: at the top dose activity change, negative = cytotoxicity, actives largely listed as cytotoxic; H1299-p53A138V at 32C, ATP luminescence viability, 24 h; 0.93% of 130,000 active;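 note: 0% = DMSO and -100% = full killing by reference compound; nearly all actives have a fitted effect of over 55% in size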
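Viability by ATPlite luminescence after 24 h compound treatment (up to 46 uM) at the permissive 32C. Cells are H1299 carrying p53 A138V. Scale runs from DMSO basal to 100 uM tamoxifen as full kill; AC50 from Hill fits.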
Numbers without * were called inactive; ? = inconclusive; · = not tested or not shown; [ ] = another dose, or the depositor's remark. Unless noted, calls come from the whole dose curve; as a rule, active = well fitted curve in the direction sought with a large enough effect; inconclusive = small, poorly fitted or top-dose-only effect, or another doubt; inactive = no such curve, though single readings can be large; an effect the other way counts as inactive or inconclusive. Unless noted, % is set by controls: 0 for no effect and ±100 for the full control effect; potency is the fitted concentration of half-maximal effect. Compounds as they come, and some 1.8% of all compounds hit somewhere here.

SMILES | IkB signaling | p53ts 39C kill | Peg3 imprint | p53ts 32C tox
O=C1CC(N2CCCN(C3CC(=O)N(c4ccc(F)cc4)C3=O)CC2)C(=O)N1c1ccc(F)cc1 (configuration not stated) | 3.1% | 7% | -10% | 2%
O=C(COC(=O)c1cccs1)c1ccc2c(c1)OCCO2 | 3.4% | -27% | -44%[inhibitor] | ?
Cc1ccc(S(=O)(=O)c2c(N)n(CC3CCOC3)c3nc4ccccc4nc23)cc1 (configuration not stated) | ? | -8% | -16% | 15%
O=C1SC(Nc2ccc(Cl)cc2)C(=O)N1Cc1ccccc1 (configuration not stated) | ? | 6% | -14%[10.9 µM] | -21%
CCOC(=O)CNC(=O)c1c2c(nc3ccccc13)CCCC2 | · | -2% | · | 8%
O=C(CCCC(=O)N1CCc2ccccc21)N1CCc2ccccc21 | 2.6% | 17% | -14% | 13%
O=C(O)c1coc2ccccc12 | -0.1% | -7% | -2% | -2%
COc1ccc(S(=O)(=O)N2CCC(Oc3cccc(C(F)(F)F)c3)CC2)cc1OC | ? | -8% | -12%[10.9 µM] | 0%
CCOC(=O)C1=C(c2ccccc2)NC(SCC(=O)NC2CCCCC2)=C(C#N)C1c1ccco1 (configuration not stated) | 2.1% | 6% | -30% | 17%
O=C(O)COc1cccc(NC(=O)C2CCCO2)c1 (configuration not stated) | 1.3% | 13% | -17% | ?
COc1ccc(C)cc1S(=O)(=O)N1CCN(c2cccc(C(F)(F)F)c2)CC1 | ? | 10% | -13% | 0%
O=c1c2oc3ccccc3c2n(Cc2ccccc2F)c(=O)n1Cc1ccc2c(c1)OCO2 | ? | -4% | 11%[10.9 µM] | -7%
CC(C)CCn1c(N)c(S(=O)(=O)c2cccs2)c2nc3ccccc3nc21 | ? | 37%[activator] | -20% | 19%
CC1CCCCN1Cc1c(O)ccc2c(=O)c(-c3cccc(Cl)c3)c(C(F)(F)F)oc12 (configuration not stated) | -0.4% | 17% | -8%[10.9 µM] | -3%
OC[C@H]1NC[C@H](O)[C@@H](O)[C@H]1O | -0.4% | -2% | -5% | -4%

Molecules shown so far that contain an aryl methoxy group, in the order listed:
SMILES | IkB signaling | p53ts 39C kill | Peg3 imprint | p53ts 32C tox
COc1ccc(S(=O)(=O)N2CCC(Oc3cccc(C(F)(F)F)c3)CC2)cc1OC | ? | -8% | -12%[10.9 µM] | 0%
COc1ccc(C)cc1S(=O)(=O)N1CCN(c2cccc(C(F)(F)F)c2)CC1 | ? | 10% | -13% | 0%

Going on with the list.
SMILES | IkB signaling | p53ts 39C kill | Peg3 imprint | p53ts 32C tox
CCN(C(=O)CCN1C(=O)c2ccccc2C1=O)C1CCCCC1 | -0.8% | 2% | -13% | -20%
O=C(CN1C2=NCCCN2c2ccccc21)c1ccc(Br)s1 | -0.4% | -26% | -5% | 0%
Cc1ccc(NC(=O)Cn2c(=O)n(Cc3ccccc3)c(=O)c3c2c2cc(C)ccc2n3C)cc1 | -0.4% | 20% | -3%[10.9 µM] | 0%
CCOc1ccc(C(=O)N(CN2CCCC2=O)c2ccc(C)cc2)cc1 | -5.7% | 4% | -18% | 7%
CCC(=O)N1CCc2cc(S(=O)(=O)NCCC(=O)NCc3ccccc3Cl)ccc21 | 2.4% | 15% | 19%[10.9 µM] | 13%
Cn1cccc1Cc1nnc(SCC(=O)Nc2ccccc2F)n1CCc1ccccc1 | -1.1% | 0% | -14% | 0%
Cc1ccc(S(=O)(=O)N[C@H]2COC(=O)C/C=C\[C@H](C)[C@@H](NS(=O)(=O)c3ccc(C)cc3)COC(=O)C/C=C\[C@@H]2C)cc1 | · | 5%[9.22 µM] | · | 0%[9.22 µM]
O=S(=O)(N/N=C/c1ccc(OC2CSC2)cc1)c1ccccc1 | · | -6% | · | 16%
CCCn1c(=O)c2ccccc2n2c(SCC(=O)c3cc(C)n(CCOC)c3C)nnc12 | -2.3% | 12% | -10% | -2%
CCC(O)(CCN1CCCCC1)c1ccccc1 (configuration not stated) | 1.5% | 10% | · | -11%
COC(=O)c1ccc(C(c2c(N)n(Cc3ccccc3)c(=O)n(C)c2=O)N2CCOCC2)cc1 (configuration not stated) | -0.3% | 12% | -21% | -6%
CNC(=O)CSc1nnc(-c2cc3c(C)nn(-c4ccccc4)c3s2)n1C | 1.3% | 10% | -5% | 10%
CCOC(=O)Nc1cc(OC)c(OC)cc1Cc1nccc2cc(OC)c(OC)cc12 | 2.6% | 5% | -12% | 9%
Cc1cccc(-n2c3c(cc(-c4nc(-c5ccc(Cl)cc5)cs4)c2=O)C(=O)CC(C)(C)C3)c1 | -1.1% | 4% | 4%[10.9 µM] | 7%
CC(=O)c1ccc(S(=O)(=O)Nc2cccc(-c3ccc(N4CCCC4)nn3)c2)cc1 | ? | ? | -6%[10.9 µM] | -11%
Cc1cc(C(=O)NCCc2ccc(Cl)cc2)c2c(C)nn(-c3cccc(F)c3)c2n1 | ? | -9% | 6%[10.9 µM] | 6%
O=C(CN1CCCCC1)NCCNC(=O)CN1CCCCC1 | -0.1% | 3% | -6% | -10%
CCOC(=O)N1CCC(NC(=O)c2cc(S(=O)(=O)N3CCCC3)cn2C)CC1 | 2.2% | 5% | -10% | -7%
COc1ccc(C)cc1-n1nnnc1SCC(=O)N1CCC(C(=O)Nc2nccs2)CC1 | ? | 8% | -11% | -1%
CC(C)(C)NC(=O)COC(=O)Cc1ccc(Cl)cc1 | 0.1% | -15% | 3% | -4%
COc1ccc(C2NC(=O)N(C)C3=C2C(=O)N(c2ccc(C(=O)O)cc2)C3)cc1 (configuration not stated) | -0.8% | 13% | -9%[10.9 µM] | 2%
CCc1ccc(C(=O)c2cn(CC(=O)NCc3ccc(C)cc3)c3nc(C)ccc3c2=O)cc1 | -0.6% | -16% | -8%[10.9 µM] | 8%
O=C(NCCc1ccccc1Cl)c1sc2ncccc2c1-n1cccc1 | 1.3% | 2% | -14%[10.9 µM] | ?
CCC(=O)Nc1ccc(C)cc1-c1nc2ccccc2n(Cc2ccccc2)c1=O | 1.5% | 7% | -5%[10.9 µM] | -4%
CCC(=O)[C@@]1(O)C(=O)N2C(=C3C(=O)OCCC31)N(Cc1ccccc1)C(C)=C(C(=O)OC)C2c1ccccc1 (some centres not stated) | · | -9%[9.22 µM] | · | 1%[9.22 µM]
COc1ccc(CN2C(=O)c3ccccc3C2C(=O)NCc2cccnc2)c(OC)c1 (configuration not stated) | 3.0% | -10% | -1% | -9%
CC1CCN(c2nc3c(S(=O)(=O)c4ccccc4)nnn3c3ccc(Cl)cc23)CC1 | ? | -23% | 24%[10.9 µM] | 1%
CCCC1O[C@@H]2C[C@H]3[C@@H]4CCC5=CC(=O)C=C[C@]5(C)[C@H]4[C@@H](O)C[C@]3(C)[C@]2(C(=O)CO)O1 (some centres not stated) | · | 8% | · | 5%
CCOc1cc2[nH]c(=O)n(Cc3ccc(C(=O)N4CCN(c5cccc(Cl)c5)CC4)cc3)c(=O)c2cc1OCC | 0.2% | -14% | -7%[10.9 µM] | 3%
COC(=O)c1ccc(-c2nc(-c3ccc(OC)c(OC)c3)no2)cc1 | ? | -12% | -4%[10.9 µM] | -1%

An excerpt from above, reduced to p53ts 32C tox:
Structure | p53ts 32C tox
Cc1cc(C(=O)NCCc2ccc(Cl)cc2)c2c(C)nn(-c3cccc(F)c3)c2n1 | 6%
O=C(CN1CCCCC1)NCCNC(=O)CN1CCCCC1 | -10%
CCOC(=O)N1CCC(NC(=O)c2cc(S(=O)(=O)N3CCCC3)cn2C)CC1 | -7%
COc1ccc(C)cc1-n1nnnc1SCC(=O)N1CCC(C(=O)Nc2nccs2)CC1 | -1%
CC(C)(C)NC(=O)COC(=O)Cc1ccc(Cl)cc1 | -4%

Other records
SMILES | IkB signaling | p53ts 39C kill | Peg3 imprint | p53ts 32C tox
COc1ccc(C(OC(=O)c2ccco2)C(=O)NCc2ccco2)cc1 (configuration not stated) | -0.4% | -3% | 14% | -5%
CCN(CC)c1ccc(C(=O)n2cnc3ccccc32)cc1 | · | -15% | · | -16%
Fc1ccccc1C(c1nnnn1C1CCCC1)N1CCN(Cc2ccccc2)CC1 (configuration not stated) | · | 26% | · | 3%
CCCOC(=O)c1cccc(NC(=O)C(C)(C)C)c1 | -4.0% | -10% | -12% | 0%
CCOc1ccc(NC(=O)CSc2nc3ccsc3c(=O)n2CCCCCC(=O)O)cc1 | -1.5% | -8% | -18%[10.9 µM] | 0%
CCOc1ccc(N(CC(=O)Nc2ccc(F)c(F)c2)S(=O)(=O)c2c(C)noc2C)cc1 | 2.4% | -9% | -20% | -7%
COc1ccc(-c2nc(C#N)c(NCc3ccccc3Cl)o2)cc1 | 2.9% | -13% | 6% | -3%
O=C(Nc1nnc2n1CCS2)c1ccccc1 | -2.2% | -1% | -17%[10.9 µM] | -2%
O=C(CSc1nnc(-c2ccco2)o1)NC1CCCCC1 | 1.1% | 0% | -1% | 0%
CCOC(=O)c1cc2c(=O)n3ccccc3nc2n(CC2CCCO2)c1=NC(=O)c1cc(C)cc(C)c1 (configuration not stated) | ? | -13% | -15%[10.9 µM] | ?
CN1CCN(c2ccc(Cl)cc2NC(=O)c2nn(-c3ccccc3)c(=O)c3ccccc23)CC1 | -0.8% | -3% | -15% | -1%
Cc1ccc(-c2noc(CNC(=O)c3ccc(C)c(Cl)c3)n2)cc1 | ? | -9% | -4%[10.9 µM] | 0%
COc1ccc(CCNC(=O)CSc2nnnn2Cc2ccc3c(c2)OCO3)cc1OC | -1.7% | -5% | -8% | 13%
CCOc1cc(NC(=O)c2ccccn2)c(OCC)cc1NC(=O)CC(C)C | 0.2% | 6% | 0% | 13%
Cc1c(NC(=O)Cc2ccccc2)cccc1-c1nc2cccnc2s1 | -1.0% | 0% | 1%[10.9 µM] | 6%
CCOC(=O)CSc1nc(N)cc(=O)[nH]1 | 0.4% | 8% | 0% | -8%
O=C(O)CCC(=O)Nc1sc2c(c1C(=O)Nc1ccccc1)CCCCC2 | ? | -5% | -9%[10.9 µM] | -3%
Cc1ccc(CCNc2ccccc2C)cn1 | · | 6% | · | 6%
CCOc1ccc(C2C(C(=O)Nc3ccccc3)=C(C)Nc3nc(-c4ccccc4Cl)nn32)cc1OC (configuration not stated) | ? | 21% | 4%[10.9 µM] | 21%
CCCCCCN=CC1=C(O)CC(C)(C)CC1=O | 1.6% | 4% | -7% | 3%
CCc1nnc(NC(=O)CSc2nnc(-c3ccccc3NC(=O)c3ccccc3)o2)s1 | 2.5% | 5% | -33%[inhibitor] | 2%
CNCCCC1Sc2ccccc2Oc2ccccc21 (configuration not stated) | · | 8% | · | -9%
CN(C)C(=O)c1ccc(-c2ccc3ncnc(NC4CCNCC4)c3c2)cc1 | 1.5%[11.4 µM] | 2% | -25% | 0%
CCCCNC(=O)CSc1nc2ccccc2nc1Cc1ccc(C)cc1 | 0.9% | -12% | -4%[10.9 µM] | -1%
O=C(CCc1ccccc1)OCCN1CCOCC1 | -1.0% | -3% | -6% | -12%
COC(=O)C/C=C\[C@H](C)[C@@H](OCc1ccccc1Br)C(C)C | · | 4%[9.22 µM] | · | 8%[9.22 µM]
Cc1cccc(-c2nc(CSc3nncn4c3cc3oc(C)cc34)c(C)o2)c1 | -1.8% | 9% | ? | 1%
O=c1c(-c2cc(F)cc(F)c2)nc2cnc(N3CCOCC3)nc2n1-c1ccccc1 | 1.5%[11.4 µM] | 0% | · | -8%
COc1ccc(-c2nc(C(=O)Nc3ccc(C(C)=O)cc3)nn2-c2cccc(Cl)c2)cc1 | -0.7% | 6% | -3%[10.9 µM] | 7%
CCOC(=O)c1ccc(COC(=O)c2nonc2N)cc1 | -1.0% | 5% | -5% | -8%
N#Cc1nc(Cc2ccccc2)oc1N1CCN(c2ccccc2)CC1 | -2.7% | 9% | 3% | 4%
CCC(=O)Nc1nc(CC(=O)Nc2ccccc2)cs1 | 1.8% | 1% | -17% | 10%
COc1cccc(NC(=O)CSc2nnc(-c3cc(-c4ccccn4)nc4ccccc34)o2)c1 | ? | -8% | -15% | -1%
CCN(CC)C1CC(=O)N(c2cccc(C)c2)C1=O (configuration not stated) | 3.9% | 3% | -31%[inhibitor] | -4%
CCNS(=O)(=O)c1cc(S(C)(=O)=O)ccc1Cl | 0.3% | 10% | 18% | 9%
